Screening data deposited in PubChem BioAssay by Sanford-Burnham Center for Chemical Genomics.
hIAP inh: human IAP inhibitors, primary screen, biochemical, luminescence, uHTS | 330,000 tested, 0.12% active | inhibition, % at 10 µM | AID 2544, 2010 | purified IAP, CDP-Star luminescence, 30 min | Intestinal-type alkaline phosphatase (Homo sapiens), P09923;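 active means inhibition reaching a set limit with compound at 10 µM in the primary screen, cut at about 35% in these data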;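 further: plate controls were DMSO wells with enzyme for no effect and no-enzyme buffer wells for full effect; values of inactives mirror those of a sister screen read the other way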
Target sequence (P09923 whole entry, looked up): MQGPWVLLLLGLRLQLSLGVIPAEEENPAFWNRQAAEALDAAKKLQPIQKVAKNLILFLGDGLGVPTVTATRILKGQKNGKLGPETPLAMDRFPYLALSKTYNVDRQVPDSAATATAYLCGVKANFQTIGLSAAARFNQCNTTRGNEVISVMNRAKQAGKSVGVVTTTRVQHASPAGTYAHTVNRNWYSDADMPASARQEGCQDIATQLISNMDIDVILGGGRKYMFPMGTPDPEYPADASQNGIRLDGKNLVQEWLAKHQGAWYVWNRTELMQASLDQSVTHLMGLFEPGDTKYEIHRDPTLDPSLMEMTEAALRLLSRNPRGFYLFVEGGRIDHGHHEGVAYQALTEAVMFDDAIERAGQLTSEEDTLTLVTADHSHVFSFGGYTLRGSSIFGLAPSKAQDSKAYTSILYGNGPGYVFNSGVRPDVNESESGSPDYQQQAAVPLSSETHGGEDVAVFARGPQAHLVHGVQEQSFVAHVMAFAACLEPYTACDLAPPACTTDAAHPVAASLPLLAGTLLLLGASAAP
MPTP inh: mitochondrial permeability transition pore inhibitors, primary screen, biochemical, isolated mouse mitochondria, absorbance; Ca2+ swelling absorbance, 30 min; inhibition, % at 10 µM; 360,000 tested, 1.4% active;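 active means inhibition of 50% or more, scaled per plate between neutral and stimulator controls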;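 further: 0% = DMSO wells given calcium and 100% = 1 mM EGTA wells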
A3G deaminase: APOBEC3G DNA deaminase inhibitors, primary screen, biochemical, fluorescence, single-stranded DNA substrate, uHTS. DNA dC->dU-editing enzyme APOBEC-3G (Homo sapiens), Q9HC16. recombinant A3G, ssDNA deamination FAM/TAMRA fluorescence. inhibition, % at 20 µM. 330,000 tested, 0.28% active. AID 493012, 2011;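 active means inhibition of at least 40% at 20 µM, with no more than 30% in the related APOBEC3A deaminase screen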;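 further: plate controls were DMSO wells with A3G for no effect and wells lacking A3G enzyme for full effect; some compounds called inactive have numbers as strong as hits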
Target sequence (Q9HC16 whole entry, looked up): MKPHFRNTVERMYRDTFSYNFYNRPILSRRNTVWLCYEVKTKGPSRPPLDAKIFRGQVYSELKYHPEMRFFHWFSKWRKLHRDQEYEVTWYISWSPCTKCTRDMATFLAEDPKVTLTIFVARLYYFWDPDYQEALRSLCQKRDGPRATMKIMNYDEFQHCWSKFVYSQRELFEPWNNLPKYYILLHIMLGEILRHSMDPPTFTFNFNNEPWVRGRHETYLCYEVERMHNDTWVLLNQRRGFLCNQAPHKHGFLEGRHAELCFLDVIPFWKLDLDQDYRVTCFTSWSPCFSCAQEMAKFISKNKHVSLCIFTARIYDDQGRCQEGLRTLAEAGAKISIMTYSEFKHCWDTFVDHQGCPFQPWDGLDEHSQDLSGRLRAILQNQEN
ATG4B inhibitor: ATG4B protease inhibitors, primary screen, biochemical, fluorescence, uHTS | Cysteine protease ATG4B (Homo sapiens), Q9Y4P1 | ATG4B cleavage of LC3-PLA2, NBD-HPC fluorescence, 1 h | inhibition, % at 8.33 µM | 340,000 tested, 0.51% active; in the data active means inhibition above about 40%
APOBEC3A inh: APOBEC3A ssDNA deaminase inhibitors, primary screen, selectivity assay for APOBEC3G inhibitor project, biochemical, FAM/TAMRA oligo cleavage fluorescence. recombinant A3A, FAM/TAMRA ssDNA deamination fluorescence. AID 493011, 2011. inhibition, % at 20 µM. 330,000 tested, 0.41% active. DNA dC->dU-editing enzyme APOBEC-3A (Homo sapiens), P31941;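 active means at least 40% inhibition at 20 µM here, with at most 30% in a related deaminase screen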;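 further: plate controls were A3A with DMSO for no effect and wells lacking A3A enzyme for full effect; some results filed as inactive read as strong as hits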
Target sequence (P31941 whole entry, looked up): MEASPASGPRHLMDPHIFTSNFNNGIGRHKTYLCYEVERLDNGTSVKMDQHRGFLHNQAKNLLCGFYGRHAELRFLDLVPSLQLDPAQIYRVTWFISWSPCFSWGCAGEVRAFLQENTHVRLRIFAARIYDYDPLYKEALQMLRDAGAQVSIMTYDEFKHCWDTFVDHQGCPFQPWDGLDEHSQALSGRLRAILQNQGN
mIAP activ: activators of mouse IAP, primary screen, biochemical, luminescence, uHTS | AID 2805, 2010 | muIAP, CDP-Star luminescence, 30 min; hits give high values; 1 = vehicle-only enzyme signal, 0 = enzyme-free wells | intestinal alkaline phosphatase [Mus musculus] | 330,000 tested, 0.24% active | activation factor at 10 µM;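 active means activation factor of at least 2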; further: the source names both 10 and 20 µM as test concentration; values of inactives mirror those of a sister screen read the other way
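Assay system: mouse IAP enzyme; Reagent: CDP-Star chemiluminescent phosphatase substrate; Compound: DMSO-dissolved test compounds; Incubation: 30 min, room temperature; Technique: luminescence from enzymatic CDP-Star hydrolysis; Controls: DMSO-only wells and no-enzyme negative control.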
mIAP inh: inhibitors of mouse IAP, primary screen, biochemical, luminescence, uHTS. 330,000 tested, 0.2% active. purified mouse IAP, CDP-Star luminescence, 30 min. intestinal alkaline phosphatase [Mus musculus]. inhibition, % at 10 µM;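 active means inhibition of at least 40% at 10 µM in the primary screen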;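 further: plate controls were DMSO with enzyme for no effect and no enzyme wells for full effect; values of inactives mirror those of a sister screen read the other way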
MIN6 prolif: inducers of MIN6 beta-cell proliferation, primary screen, ATP luminescence, uHTS; MIN6 cells proliferation, ATPlite luminescence, 48 h; cells starved in 0.2% serum; 100% = growth in 10% serum; proliferation, % at 10 µM; 330,000 tested, 0.29% active;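 active means compounds whose signal lies at least 3.5 SD above the mean of all wells on their plate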;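 further: 0% = DMSO-treated cells in low-serum medium and 100% = 10% serum control; some compounds called inactive have numbers as strong as hits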
hIAP activ: human IAP activators, primary screen, biochemical, luminescence, uHTS; AID 2524, 2010; purified human IAP, CDP-Star luminescence, 30 min; hits give high values; 1 = vehicle-only enzyme, 0 = enzyme-free background; Intestinal-type alkaline phosphatase (Homo sapiens), P09923; activation factor at 10 µM; 330,000 tested, 0.16% active;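 active means activation factor of the enzyme at least 2-fold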; further: the source names both 10 and 20 µM as test concentration; values of inactives mirror those of a sister screen read the other way
* hit, by the source's call; . = not tested or not shown; & = joins results of further samples; ! = a repeat was not active. This is a subset; rates above refer to the full screens.

SMILES	hIAP inh	MPTP inh	A3G deaminase	ATG4B inhibitor	APOBEC3A inh	mIAP activ	mIAP inh	MIN6 prolif	hIAP activ
CN1C(=O)N(C)C(=O)C2(Cc3cc(NC(=O)c4ccc(F)cc4)ccc3N3CCCC32)C1=O (stereo not given)	11	-0.2	3	-4	-6	1	0	-3	0.89
COc1ccc(C)cc1NC1=NCCCS1	-10	-0.8	-13	0	-4	1	-2	-2	1.1
C[C@]12CCC3C(CC[C@H]4C[C@@H](O)CC[C@]34C)C1[C@H]1CN=N[C@H]1[C@@H]2O (stereo not given in full)	-24	-1.3	9	5	17	0.88	12	-1	1.2
S=C(NCCc1ccccc1)NCCc1cnc[nH]1	-18	0.9	-3	0	-3	1.1	-5	0	1.2
C[N+](C)(C)c1ccccc1	15	-1.5	14	4	70*	1	-2	0	0.85
O=C(NCCCn1ccnc1)C(Cl)(Cl)Cl	11	0.0	44*	-4	4	1	-2	2	0.89
COC(=O)C1(C(=O)O)Cc2cc([N+](=O)[O-])ccc2N2CCCC21 (stereo not given)	30	1.2	-6	8	-1	0.82	18	-1	0.7
CCc1ccc(OCC(=O)N2CCN(Cc3ccc4c(c3)OCO4)CC2)cc1	2	2.2	-5	-11	-3	1	-2	0	0.98
COC(=O)C1=C(c2cccc(C#N)c2)C[C@@H]2CC[C@H]1N2C(=O)NCCOc1ccccc1	-12	0.1	-6	-11	-1	1.1	-6	3	1.1
COC(=O)CSC1=NP(=S)(SCC(=O)OC)N2CCCC2=C1C#N (stereo not given)	6	-1.3	-3	-13	-1	0.93	8	-1	0.94
CN1CCCC(C(=O)c2ccc(-c3ccccc3)cc2)C1 (stereo not given)	-30	1.9	-4	13	-7	1	0	-3	1.3
Cn1c(=O)cc(OCC(=O)N2CCN(C3CCCCC3)CC2)c2ccccc21	2	-3.5	-4	-9	-3	0.96	4	-2	0.98
CC(C)(C)c1ccc(O)c(CN2CCN(c3ccccc3)CC2)c1	15	2.5	-1	7	-3	0.95	5	0	0.85
COC(=O)C1=C(c2ccc(F)cc2OCc2ccccc2)C[C@@H]2CC[C@H]1N2C(=O)NC1CCCCC1	-12	1.1	-9	-6	-2	1.4	-39	-6	1.1
COC(=O)C1=C(c2ccc(-c3ccccc3)c(F)c2)C[C@@H]2CC[C@H]1N2C(=O)NCC1CC1	-4	16	-11	-3	-2	1.1	-9	-7	1
CCCCn1c(C)c(C(=O)O)c2cc(OC)c3ccccc3c21	3	-0.2	1	-2	1	0.99	0	-3	0.97
N#CCN1CCN(c2ccc(C(F)(F)F)cc2)CC1	-28	0.4	-6	-3	0	1.1	-9	-4	1.3
CN(C)[C@@H]1C(=O)C(C(N)=O)=C(O)[C@@]2(O)C(=O)C3=C(O)c4c(O)cccc4[C@@](C)(O)[C@H]3C[C@@H]12	3	.	81	.	98	0.8	20	7	0.97
O=C1NC(c2cccnc2)Nc2sc3c(c21)CCCC3 (stereo not given)	-18	2.1	-2	-4	1	0.95	5	-4	1.2
O=c1[nH]c(=O)n(CCC2=CCCCC2)c(O)c1C=NCCN1CCNCC1	-1	0.9	-3	-6	0	1	-2	-2	1
Cc1ccc(-n2c(O)c(C=NCCN(C)C)c(=O)[nH]c2=O)cc1	-55	0.0	-3	-5	-2	0.96	4	-3	1.5
O=C(Nc1ccc(Cl)cc1C(=O)c1ccccc1)c1ccco1	-6	1.4	-7	-2	-1	0.97	3	6	1.1
C[C@]12CC[C@H](O)C[C@@H]1CC[C@@H]1[C@@H]2CC[C@]2(C)[C@@H](C(=O)O)C[C@@H]12	3	-1.2	-11	-2	-6	1	-1	4	0.97
Cn1ccnc1P(=S)(c1nccn1C)c1nccn1C	-3	-1.2	1	4	0	1	-5	-3	1
CCCCn1c(O)c(C(C)=NC(Cc2c[nH]c3ccccc23)C(=O)OC)c(=O)[nH]c1=O (stereo not given)	-1	4.4	-5	0	0	1.1	-5	0	1
(list continues)
SMILES	hIAP inh	MPTP inh	A3G deaminase	ATG4B inhibitor	APOBEC3A inh	mIAP activ	mIAP inh	MIN6 prolif	hIAP activ
CCCCn1c(O)c(/C=N/NC(=O)c2ccncc2)c(=O)[nH]c1=S	-8	-19	6	-12	8	0.74	26	0	1.1
CC(Cc1ccccc1)N1C(=O)c2ccccc2C1=O (stereo not given)	24	-0.2	-7	19	-1	1	-1	0	0.76
Clc1cc(Cl)c(-c2cc(Cl)c(Cl)cc2Cl)cc1Cl	11	0.6	-9	-4	-3	1	0	-5	0.89
NNC(=O)c1nc[nH]c1C(=O)Nc1ccc(Cl)cc1C(=O)c1ccccc1	-30	0.3	-6	-1	-6	0.9	10	-1	1.3
CCCCOc1ccc(CN2CCN(CCO)CC2)cc1	37*	0.1	-5	-8	-2	0.97	3	-3	0.63
Cc1nc2cc([N+](=O)[O-])ccc2c(=O)n1-c1cccc(Br)c1	-3	0.4	2	-8	21	0.98	2	-3	1
COc1ccc(CN2CCNCC2)c(OC)c1OC	-4&6	-3.1&2.2	-3&12	-11&8	57*!	0.92&1.1	8&-9	0&0	1&0.94
O=C(O)Cn1cc(C(=O)c2ccccc2F)c2ccccc21	-1	-1.1	-4	-8	-5	1.1	-8	-5	1
COc1ccc(C(=O)C2CCCN(Cc3ccccn3)C2)c(OC)c1 (stereo not given)	-12	0.9	-6	-8	-3	0.97	3	2	1.1
O=C(CSC1c2ccccc2-c2ccccc21)N/N=C/c1ccccc1O	-42	15	-1	-1	4	0.91	9	-6	1.4
COc1ccc(C2=NCc3nnc(C)n3-c3ccc(Cl)cc32)cc1Cl	3	-0.4	0	-12	1	1	-3	2	0.97
CC(=NCCN1CCOCC1)c1c(O)n(C2CCCCC2)c(=O)[nH]c1=O	3	-0.6	-4	-1	-2	1	-5	2	0.97
CC(C)(C)c1nc(NCc2ccc3c(c2)OCO3)c2nnn(Cc3ccccc3Cl)c2n1	1	1.4	0	4	3	1.2	-16	1	0.99
COc1ccc(OCC(=O)N2CCN(C3CCC(c4ccccc4)CC3)CC2)cc1 (stereo not given)	2	3.9	1	-10	-1	1	-3	-1	0.98
Cn1c(O)c(/C=N/NC(=O)c2ccncc2)c(=O)n(C)c1=S	10	-16	-3	6	3	0.73	27	-1	0.91
C/C=C(\C)C(=O)N[C@@H](c1ccccc1)[C@@H](O)C(=O)O[C@H]1C[C@@]2(O)[C@@H](OC(=O)c3ccccc3)C3[C@](C)(C(=O)[C@H](OC(C)=O)C(=C1C)C2(C)C)[C@@H](O)C[C@H]1OC[C@@]31OC(C)=O (stereo not given in full)	12	0.5	-7	-19	-1	1.3	-30	-4	0.89
COC(=O)C1=C(c2ccc(C(C)=O)cc2)C[C@@H]2CC[C@H]1N2C(=O)N1CCOCC1	-12	0.1	-5	-7	-1	1.1	-12	-3	1.1
Cc1ccc(-n2nc(C)c3c2NC(=O)CSC3c2ccc3c(c2)OCO3)cc1 (stereo not given)	-23	5.3	-4	-12	0	0.73	27	-4	1.2
O=C(Nc1cccc(C(F)(F)F)c1)c1cccn(Cc2ccc3c(c2)OC(F)(F)O3)c1=O	-16	16	3	4	6	0.79	22	-6	1.2
O=C1NC(=O)N(c2ccc3c(c2)OCO3)C(=O)/C1=C\c1ccc(N2CCCCC2)o1	4	1.8	-2	-3	-1	0.82	18	-2	0.96
CN(C)c1ccc(NC(=O)CN2C(=O)CN=C(c3ccccc3)c3ccccc32)cc1	-1	-8.6	-6	-7	-6	0.95	5	-6	1
CCCCCCn1c(O)c(/C=N/N2CCCCCC2)c(=O)[nH]c1=O	-11	1.8	-2	-5	1	0.97	3	1	1.1
CN1C(=O)C(=Cc2ccccc2OCCOc2ccc([N+](=O)[O-])cc2)C(=O)N(C)C1=O	3	5.4	0	23	0	0.93	8	-2	0.97
CN1C(=O)C(=Cc2cccnc2)C(=O)N(C)C1=O	7	-0.3	-7	-7	-3	1	0	0	0.93
COc1cccc(N2C(=O)NC(=O)/C(=C/c3ccc4c(c3)Cc3ccccc3-4)C2=O)c1	8	-1.5	2	2	6	0.9	10	0	0.92
Next compounds:
SMILES	hIAP inh	MPTP inh	A3G deaminase	ATG4B inhibitor	APOBEC3A inh	mIAP activ	mIAP inh	MIN6 prolif	hIAP activ
COC12C(COC(N)=O)C3=C(C(=O)C(C)=C(N)C3=O)N1CC1C2N1C (stereo not given)	13	1.2	-2	-7	1	0.71	29	-5	0.87
O=C(COc1ccc(Cl)cc1)NCCc1cnc[nH]1	11	-0.1	-5	25	-4	0.98	2	0	0.89
CCC(C)n1c(O)c(C(c2ccccn2)c2c(O)n(C(C)CC)c(=S)[nH]c2=O)c(=O)[nH]c1=S (stereo not given)	-11	1.7	9	3	35	0.89	11	-2	1.1
Oc1ccc2c3c1O[C@H]1c4[nH]c5ccccc5c4C[C@@]4(O)[C@@H](C2)N(CC2CC2)CC[C@]314	-2	3.1	-1	-8	1	0.91	9	-7	1
CC(=O)c1ccc(OCC(=O)N2CCCC(N(C)Cc3ccccc3)C2)cc1 (stereo not given)	-7	1.7	-10	-5	-3	0.87	13	-2	1.1
O=C(N/N=C/c1c(O)n(Cc2ccccc2)c(=O)[nH]c1=O)c1ccncc1	22	-5.9	-5	-5	-2	0.82	18	1	0.78
c1ccc(C[n+]2ccccc2)cc1	8	-1.1	-1	0	3	1.1	-14	1	0.92
CC(C)C/C(=N/O)c1c[nH]c2ccccc12	3	-0.1	-1	7	-1	0.99	1	0	0.97
Cc1ccc(C(=O)O)cc1N=Nc1c(O)[nH]c(=O)[nH]c1=O	-1	0.2	-12	-12	4	1	-3	-2	1
CC(C)(C)C(=O)Cn1c(NCCCl)nc2ccccc21	-6	1.9	-6	-3	0	1	-5	-3	1.1
O=C(c1ccc(Cl)cc1)C12CN3CN(CN(C3)C1)C2	-11	0.3	-7	-19	1	0.99	1	-4	1.1
CCCCn1c(NC(=O)c2ccc(Br)o2)c(C(=O)OCC)c2nc3ccccc3nc21	-15	3.9	-4	28	2	1.1	-7	-6	1.1
C[C@]12CCC3[C@@H](CCC4=CC(=O)CC[C@@]43C=O)C1CCC2=O (stereo not given in full)	-2	-0.4	-7	6	-4	1	-2	2	1
CN(C)C(Cc1ccccc1)C(=O)c1ccccc1 (stereo not given)	5	-1.6	-6	4	-3	0.93	7	1	0.95
COc1ccccc1-n1c(Cc2ccccc2)nc2ccccc2c1=O	-5	0.0	-7	1	-7	1.1	-6	-2	1.1
COc1ccc(CNC(=O)CCC(=O)N2C[C@H]3C[C@H](C2)c2cccc(=O)n2C3)cc1OC	0	-0.4	-11	-1	-5	1	-2	1	1
O=C(c1ccc2c3c(cccc13)CC2)C1CCCN(Cc2ncc[nH]2)C1 (stereo not given)	-25	-0.4	-10	18	-4	1.1	-13	-1	1.2
COc1ccc(C2(c3cccc(O)c3OC)CCN(C(C)=O)CC2)cc1O	5	-2.6	-9	-5	-3	0.97	3	1	0.95
